Bioassay records: PubChem, National Center for Advancing Translational Sciences (NCATS)
SNCA expr inhib – inhibitors of alpha-synuclein (SNCA) gene expression; HEK-293 SNCA-luciferase knock-in, luminescence, 24 h; Potency, µM (titrated, usually from 57.2 µM), for the others: at the top dose activity change, negative = inhibition, usual class: inhibitors; actives 0.17% (n = 140,000);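 also: potency is read from the fitted curve at half-maximal effect; plate controls were DMSO cells for no effect and cell-free wells for full effect; nearly all actives have a fitted effect of over 45% in size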
Luciferase inh – blocks purified firefly luciferase enzyme activity; P08659; Potency, µM (series often up to 115 µM), without a hit: top-dose activity change, negative = inhibition, usual class: inhibitors; purified P. pyralis luciferase, luminescence, biochemical; actives 2.5% (n = 76,000); also: potency is read from the fitted curve at half-maximal effect; nearly all actives have a fitted effect of over 65% in size
Target sequence (P08659 whole entry, looked up): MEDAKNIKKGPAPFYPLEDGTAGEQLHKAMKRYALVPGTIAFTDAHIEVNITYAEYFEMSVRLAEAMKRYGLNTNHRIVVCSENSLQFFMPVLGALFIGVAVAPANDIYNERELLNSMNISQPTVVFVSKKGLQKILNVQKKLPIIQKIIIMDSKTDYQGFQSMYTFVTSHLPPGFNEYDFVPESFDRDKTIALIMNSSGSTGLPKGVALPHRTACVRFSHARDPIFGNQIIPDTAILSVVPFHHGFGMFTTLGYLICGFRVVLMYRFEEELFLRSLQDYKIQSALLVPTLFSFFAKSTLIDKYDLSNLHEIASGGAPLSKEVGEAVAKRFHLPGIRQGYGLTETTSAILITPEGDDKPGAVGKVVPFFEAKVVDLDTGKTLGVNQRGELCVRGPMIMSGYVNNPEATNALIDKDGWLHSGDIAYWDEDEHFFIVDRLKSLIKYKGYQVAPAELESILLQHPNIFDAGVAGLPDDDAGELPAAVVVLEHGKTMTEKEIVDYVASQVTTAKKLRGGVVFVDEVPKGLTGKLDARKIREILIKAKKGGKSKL
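Cell-free enzyme assay, 10nM P. pyralis luciferase, luciferin and ATP each at 10uM. Inhibition profiled over a 6-point titration, read as luminescence.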
GPT2 inh – GPT2 alanine aminotransferase inhibition; Q8TD30; Recombinant GPT2, coupled pyruvate oxidase/HRP Amplex Red fluorescence; Potency, µM (doses to about 57.7 µM), inactives show top-dose activity change, negative = inhibition, most hits filed as inhibitors; actives 0.25% (n = 100,000); AID 1671188; also: potency is read from the fitted curve at half-maximal effect; nearly all actives have a fitted effect of over 60% in size; many of its hits are not listed in these tables
Target sequence (Q8TD30 whole entry, looked up): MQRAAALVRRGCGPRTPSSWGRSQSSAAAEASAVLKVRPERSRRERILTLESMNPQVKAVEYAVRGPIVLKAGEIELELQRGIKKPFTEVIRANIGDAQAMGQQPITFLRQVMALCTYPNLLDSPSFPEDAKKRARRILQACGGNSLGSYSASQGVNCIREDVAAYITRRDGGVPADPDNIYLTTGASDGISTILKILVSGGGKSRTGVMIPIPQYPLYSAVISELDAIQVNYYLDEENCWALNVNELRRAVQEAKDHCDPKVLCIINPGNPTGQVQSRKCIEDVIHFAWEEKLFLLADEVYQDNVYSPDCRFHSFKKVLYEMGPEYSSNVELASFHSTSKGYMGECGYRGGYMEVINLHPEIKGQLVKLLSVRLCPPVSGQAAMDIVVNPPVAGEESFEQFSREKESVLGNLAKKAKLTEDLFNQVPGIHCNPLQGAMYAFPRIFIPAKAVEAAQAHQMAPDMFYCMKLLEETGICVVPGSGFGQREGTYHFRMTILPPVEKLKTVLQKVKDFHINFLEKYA
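Fluorescence read-out: pyruvate from GPT2 turnover coupled to pyruvate oxidase, HRP and Amplex Red (0.2mM ThPP, 0.2U/mL PO and HRP, 50uM Amplex final). Substrates 250uM a-KG, 2mM L-alanine; enzyme 10ng/uL; 30 min RT.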
IP6K1 inh – IP6K1 kinase inhibition; activity change, % (series mostly up to about 58 µM); Q92551; actives 0.81% (n = 140,000); IP6K1 kinase, ADP-Glo luminescence, 2 h; active compounds read low; in the data active = activity change below about -25%
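ADP-Glo luminescence measures ADP made by human IP6K1 during a 2 h RT reaction with ATP/IP6 (mix at 1.3 mM/130 uM); top library doses 57.5 and 19.1 uM final.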
HEK293 viab – reduces viability of HEK-293 SNCA reporter cells. HEK-293-SNCA-luc viability, GF-AFC fluorescence, 24 h. actives 0.12% (n = 150,000). Potency, µM (top dose mostly 57.1 µM), for inactives: top-dose activity change, negative = cytotoxicity, most hits filed as cytotoxic. AID 1671193;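 also: potency is read from the fitted curve at half-maximal effect; 0% = DMSO-treated cells and -100% = medium-only wells without cells; nearly all actives have a fitted effect of over 30% in size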
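Cytotoxicity counterscreen: after 24 h compound treatment of genome-edited SNCA-luciferase HEK-293 cells, live-cell protease substrate GF-AFC read by fluorescence after 30 min; activity scaled between DMSO (0%) and medium-only (-100%), curves Hill-fitted.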
3T3 cytotox – NIH 3T3 cell cytotoxicity | AID 1345082 | NIH 3T3 viability, CellTiter-Glo ATP luminescence, 48-72 h | actives 4.3% (n = 94,000) | Potency, µM (highest dose often 96.7 µM), without a hit: at the highest dose activity change, negative = cytotoxicity, hits mostly inhibitors; also: potency is read from the fitted curve at half-maximal effect; nearly all actives have a fitted effect of over 55% in size
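First NIH 3T3 cells are plated at 400 cells/well; next compound is pinned in; then plates incubate 48 or 72 hr at 37 °C; finally CellTiter-Glo is added and luminescence read after 10 min.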
HEK293 tox – HEK 293 cell cytotoxicity; AID 1345083; Potency, µM (doses to about 115 µM), for inactives: at the highest dose activity change, negative = cytotoxicity, usual class: inhibitors; HEK 293 viability, ATP luminescence (CellTiter-Glo), 48-72 h; actives 6.6% (n = 94,000); also: potency is read from the fitted curve at half-maximal effect; nearly all actives have a fitted effect of over 60% in size
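250 HEK 293 cells/well; compound by pintool; incubated 48 or 72 hr at 37 degree Celsius; CellTiter-Glo added, 10 min RT, luminescence imaged.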
Starred values were filed as active, the others as inactive; i = inactive; ? = inconclusive; . = not tested or not shown; [ ] = dose if it differs, or a comment. Unless noted, calls follow the shape of the dose curve; as a rule, active = well fitted curve in the direction sought with a large enough effect; inconclusive = small, poorly fitted or top-dose-only effect, or another doubt; inactive = no such curve, though single readings can be large; an effect the other way counts as inactive or inconclusive. Unless noted, % is scaled to controls: 0 for no effect and ±100 for the full control effect.

SMILES | SNCA expr inhib | Luciferase inh | GPT2 inh | IP6K1 inh | HEK293 viab | 3T3 cytotox | HEK293 tox
C=CC(C)(O)CC/C=C(/C)COC(=O)C(C)C1CCC(C)(C=C)O1 (configuration not stated) | . | . | ? | 16 | -4% | . | .
Cc1cc(F)ccc1NC(=O)Cn1nc(N2CCN(c3ccccc3)CC2)ccc1=O | 27% | . | . | -4 | -5% | . | .
Cc1c(C(F)(F)F)nc(-c2ccc(CN3CCNCC3)cc2)[nH]c1=O | 8% | 5% | i | -8 | 0% | 0% | i
CCOC(=O)c1ccc(NC(=O)CSc2ccc(-c3ccccn3)nn2)cc1 | -8% | . | . | 10 | -7% | . | .
CNC(=O)[C@H]1C[C@]2(CCCCN(C)C2=O)N(C(=O)c2ccco2)[C@H]1c1ccco1 | . | . | . | 10 | . | ? | -3%
Cc1ccc(OCC(=O)N2CC[C@@](O)(C3CCOCC3)[C@H](C)C2)cc1 | 2% | -5% | -11% | 13 | -1% | -4% | -4%
CN1C(=O)COC[C@@H]1[C@H](O)c1ccc(NC(=O)c2cnccn2)cc1 | 7%[87.6 µM] | -1%[172 µM] | -6%[88.5 µM] | 13 | -4%[87.6 µM] | i | i
Cc1ccc(NC(=O)CCCN2C(=O)COc3ccc(C)cc32)c(Cl)c1 | 3% | . | . | 13 | -2% | . | .
O=C1NC(=O)C(c2cnc3ccccn23)=C1c1cn2c3c(cccc13)CN(C(=O)N1CCOCC1)CC2 | ? | . | ? | -3 | -37% | . | .
COCCN1CC(CO)C2(CCN(C(=O)COc3cccc(C)c3)CC2)C1 (configuration not stated) | 24% | -3% | 0% | 2 | 3%[12.5 µM] | -1% | ?
Cc1cccc(N2CCN(c3c4c(nc5nncn35)CCC4)CC2)c1C | -10% | . | . | -3 | 11% | . | .
Cn1cccc1CN1CCC2(CC1)COc1ccccc1[S+](=O)([O-])N2 | -16% | . | i | 22 | 9% | i | -3%
Cc1cccc(N2C(=O)C(CC(=O)Nc3ccccc3)N(C3CCCCC3)C2=O)c1 (configuration not stated) | 14% | . | . | -10 | -19% | . | .
O=[S+]([O-])(c1ccccc1)N1CCCC2(CC(c3cccnc3)=NO2)C1 (configuration not stated) | 16% | . | i | 7 | -11% | -8% | -8%
CN(CCc1ccccn1)C(=O)c1cn(CCN2CCNCC2)nn1 | 0% | 2% | i | 3 | 1% | i | 2%
Cc1noc(C)c1-c1cc(-c2ccc([S+](C)(=O)[O-])cc2)cn2cncc12 | 70%[activator][87.6 µM] | 6%[172 µM] | -4%[88.5 µM] | -9 | 6%[87.6 µM] | ? | ?
CCOc1cccc2c1OC[C@@H]1CN(CCOC)C(=O)CCN(C(=O)CC)[C@H]21 | . | . | . | 5 | . | ? | -4%
O=C(c1ccco1)N1CCC(N2C(=O)C(OCC3CC3)C23CCOCC3)CC1 (configuration not stated) | -8% | 0% | -4% | -2 | 1% | 1% | 4%
COc1cc(OC)cc(C(=O)NCC2CCCN(Cc3cnn(C)c3C)C2)c1 (configuration not stated) | 8% | 0% | -12% | 19 | 8% | -8% | 0%
CCOc1ccccc1CN1C[C@@H]2C(=O)N(CCN3CCc4ccccc4C3)C(=O)[C@@H]2C1 | -14% | -5% | i | 3 | 0% | -25% | ?
CCC(C(=O)Nc1ccc2c(c1)CN(Cc1cc(F)cc(F)c1)C(=O)CO2)c1ccccc1 (configuration not stated) | ? | 2% | -1% | -13 | -8% | ? | 45µM*
CN(C)CC1(O)CCC2(CCN(C(=O)C3(c4ccccc4)CC3)CC2)CC1 | -25% | 9% | i | 11 | 8% | -15% | ?
COCCCn1c(C)cnc1CC1CCN(C(=O)Nc2ccc(C)c(C)c2)CC1 | 7% | -20% | i | 16 | -8% | -22% | ?
COC(=O)c1ccc2c(c1)N(CC(=O)Nc1cccc(Cl)c1C)C(=O)c1ccccc1S2 | ? | . | . | 28 | 2% | . | .

Part of the list above in order of molar mass, high to low:
SMILES | SNCA expr inhib | Luciferase inh | GPT2 inh | IP6K1 inh | HEK293 viab | 3T3 cytotox | HEK293 tox
Cc1cccc(N2C(=O)C(CC(=O)Nc3ccccc3)N(C3CCCCC3)C2=O)c1 (configuration not stated) | 14% | . | . | -10 | -19% | . | .
COCCCn1c(C)cnc1CC1CCN(C(=O)Nc2ccc(C)c(C)c2)CC1 | 7% | -20% | i | 16 | -8% | -22% | ?
O=C(c1ccco1)N1CCC(N2C(=O)C(OCC3CC3)C23CCOCC3)CC1 (configuration not stated) | -8% | 0% | -4% | -2 | 1% | 1% | 4%
COc1cc(OC)cc(C(=O)NCC2CCCN(Cc3cnn(C)c3C)C2)c1 (configuration not stated) | 8% | 0% | -12% | 19 | 8% | -8% | 0%
Cc1noc(C)c1-c1cc(-c2ccc([S+](C)(=O)[O-])cc2)cn2cncc12 | 70%[activator][87.6 µM] | 6%[172 µM] | -4%[88.5 µM] | -9 | 6%[87.6 µM] | ? | ?
CN(CCc1ccccn1)C(=O)c1cn(CCN2CCNCC2)nn1 | 0% | 2% | i | 3 | 1% | i | 2%

Further results follow:
SMILES | SNCA expr inhib | Luciferase inh | GPT2 inh | IP6K1 inh | HEK293 viab | 3T3 cytotox | HEK293 tox
CC(=O)NC1(C)CCCN(Cc2cc(-c3cccc(C(F)(F)F)c3)cs2)C1 (configuration not stated) | 7%[87.6 µM] | ? | 3%[88.5 µM] | -15 | 4%[87.6 µM] | ? | ?
O=C(c1cc(C2CC2)[nH]n1)N1CCC2(CCCN(CC3CCC3)C2=O)C1 (configuration not stated) | 3% | 5% | -5% | -9 | 2% | -20% | -12%
CCOc1ccc(CC(=O)N2[C@@H]3CC[C@H]2CC(NC(=O)c2cnc(C)cn2)C3)cc1 (some centres not stated) | 11% | -9% | i | 11 | 2% | -17% | -20%
COc1ccccc1Nc1ccnc(N2CCC(NC(C)=O)CC2)n1 | 4% | . | -15% | 5 | 3% | ? | ?
CC1=NOC2(CCN(C(=O)c3ccc(C(F)(F)F)cc3)C2)C1 (configuration not stated) | -1%[87.6 µM] | -5%[172 µM] | i | 14 | 6%[87.6 µM] | 0%[138 µM] | i
CCCC(=O)N1CCN(C2CCN(CCc3ccccc3)C2=O)CC1 (configuration not stated) | 12% | -6% | i | 20 | 5% | -4% | -20%
Cc1ccc2nc(CN(C)Cc3cc(=O)c4cc(C(N)=O)ccc4[nH]3)[nH]c2c1 | 21% | -5% | -27% | 32 | 2% | i | i
COc1ccccc1-c1[nH]nc2ncc(-c3ccccc3C)nc12 | -22%[87.6 µM] | -4%[172 µM] | -5%[88.5 µM] | 25 | 4%[87.6 µM] | 50µM* | 50µM*
COc1ccc(C)cc1NC(c1nnc(-c2ccccc2)o1)c1ccc(F)cc1Cl (configuration not stated) | -25% | . | . | -8 | 1% | . | .
O=C(N1CCN(c2ncccn2)CC1)C1(c2ccc(Cl)cc2)CCOCC1 | ? | . | i | -19 | 0% | -14% | -5%
CNC(=O)[C@@H]1CN(Cc2ccc(Cl)c(F)c2)C[C@H]1CO | -1% | 4% | -7% | 0 | 4% | -2% | i
COc1ccc(CNC(=O)C[C@@H]2[C@H](O)CCC3[C@](C)(CO)[C@H](OC(=O)NC4CCCCC4)CC[C@]32C)cc1 (some centres not stated) | -23% | -4% | 0% | -7 | 0% | ? | ?
CC(=O)N1CCn2c(nnc2C2CCCN2Cc2scnc2C)C1 (configuration not stated) | -16% | . | 0% | 8 | 6% | i | i
COc1ccc(-c2cc(C(F)(F)F)n3nc(C(=O)Nc4sc5c(c4C#N)CCC(C)C5)cc3n2)cc1OC (configuration not stated) | 37%[activator] | . | . | -12 | -27% | . | .
Cc1ccc([S+](=O)([O-])N2CCN(C(=O)c3nc4cccnc4n(CC(C)C)c3=O)CC2)cc1 | 0% | . | i | -4 | -1% | ? | ?
COC(=O)c1c(NC(C)=O)c2cc(NC3CCN(C(C)=O)CC3)cnc2n1CC1CCCO1 (configuration not stated) | 6% | 0% | -15% | 8 | ? | i | 6%
C[C@H](O)[C@H](O)/C=C/c1cccc(O)c1CO | . | . | i | 5 | 2% | . | .
O=C(c1cccnc1)N1CCN(c2ccc3nnc(-c4ccccc4)n3n2)CC1 | . | . | . | 10 | . | ? | -5%
C[C@H]1[C@@H]2[C@@H](O)C([C@H](C)C(=O)NCc3ccccn3)CC[C@@]2(C)CC[C@@H]1NC(=O)c1ccccc1 (some centres not stated) | ? | -11% | ? | 1 | -8% | -20% | -1%
CN(Cc1ccccc1)C(=O)[C@@H]1Cc2nc[nH]c2CN1Cc1ccc(C(=O)O)cc1 | 2%[87.6 µM] | -2%[172 µM] | 3%[88.5 µM] | 9 | -10%[87.6 µM] | -4%[138 µM] | i
O=C(NCc1ccc(F)cc1)c1cn2cc(-c3ccc(F)cc3)sc2n1 | -2% | . | i | 3 | -20% | ? | ?
O=C(Cc1ccc(F)cc1)N1CCC(c2nc3c(nnn3Cc3ccc(F)cc3)c(=O)[nH]2)CC1 | -11% | . | . | 4 | -8% | . | .
CN1CCCC2(CCN(S(=O)(=O)c3ccc(F)c(F)c3F)C2)C1=O (configuration not stated) | -2% | 0% | i | 1 | -2% | -11% | -12%
COc1ccc(C(=O)NCCc2ncc(C)n2CC2CC2)cn1 | 13% | 6% | -9% | 17 | -5% | -7% | 3%
COc1ccc(CNc2nc3c(-c4ccccc4)nnn3c3ccccc23)cc1 | 54%[activator] | . | . | 3 | 10% | . | .
COc1ccc(N2CCN(C(=O)c3ccc(CS(=O)c4cccc(C)c4)o3)CC2)cc1 (configuration not stated) | ? | . | . | 13 | -9% | . | .
Cc1c(Cl)cccc1-c1ccc(/C=C(\C#N)c2nc3ccccc3[nH]2)o1 | 28% | . | . | 12 | ? | . | .
CCOCC(=O)N1CCCN(S(C)(=O)=O)c2ccccc21 | -16% | 1% | -9% | -6 | 6% | 4% | i
CCc1noc([C@@H]2CC(F)(F)CN2C(=O)c2ccn(CC)n2)n1 | 59%[activator] | -4% | i | 22 | 1% | -7% | -5%
COc1ccc(CC(=O)Nc2ccc([C@H]3OCC(=O)N(Cc4ccccc4)[C@@H]3CO)cc2)cc1 | 4% | 13% | -12% | 4 | 7% | -20% | -23%
COc1cccc(OCc2cc(C(=O)NC(CO)CO)n[nH]2)c1 | -7% | -2% | -9%[11.5 µM] | 2 | 9% | -6% | i
Cc1ccc(NC(=O)Cn2c(-c3ccc(Cl)cc3)nc(C)c(CCO)c2=O)cc1C | -3% | 5% | -1% | -17 | -3% | -29% | ?
Cc1ncc2n1C(=O)N(C1CCN(C(=O)c3ccccc3Cl)CC1)C2 | 7% | 10% | i | 22 | 11% | -16% | -28%
CCc1nc2c(=O)n(CC(=O)NC(C)c3ccc(F)cc3)nc(C)c2s1 (configuration not stated) | -3% | 6% | i | 0 | 6% | -1% | 4%
Cc1ccc(-n2nc(C)c([C@@H]3C=C[C@@H](NC(=O)Nc4ccc(Cl)cc4)C3)c2C)cc1Cl | ? | 10µM* | i | -4 | ? | 28µM* | 16µM*

An excerpt; count on the stated rates, not on these rows.
